CCHFV vOTU inh – CCHFV vOTU protease inhibitors, primary screen, biochemical, Pep-AMC substrate, fluorescence. AID 651958, 2012. Crimean-Congo hemorrhagic fever virus L polyprotein viral ovarian tumor (vOTU) protease …. 370,000 tested, 0.55% active. inhibition, % at 11.5 µM; also: 0% = vehicle wells with enzyme and 100% = no enzyme wells
BoNT-A LC inh2 – BoNT/A light chain protease inhibitors, primary screen, biochemical, flow cytometry, MLPCN library. multiplex microsphere protease substrate cleavage. inhibition, % at 10 µM. 360,000 tested, 0.17% active. AID 588499, 2011; in the data active = inhibition above about 30%; inconclusive = no clear call, values can overlap the other calls; also: plate controls were buffer without enzyme for full effect and enzyme alone for no effect
PrPC surface inh – inhibitors of human cell surface prion protein PrPC, primary screen, cell-based, TR-FRET | TR-FRET read-out | inhibition, % at 13.8 µM | 370,000 tested, 0.43% active; in the data active = inhibition above about 24%; also: 0% = median of the test wells and 100% = reference compound wells
UGM FP inh – M. tuberculosis UGM enzyme inhibitors, primary screen, biochemical, fluorescence polarization, single point | purified UGM, fluorescence polarization probe displacement | inhibition, % at 10 µM | 320,000 tested, 0.06% active; in the data active = inhibition above about 10%, passing the limit was not always enough; inconclusive = no clear call, values can overlap the other calls
Target sequence (P9WIQ1 whole entry, looked up): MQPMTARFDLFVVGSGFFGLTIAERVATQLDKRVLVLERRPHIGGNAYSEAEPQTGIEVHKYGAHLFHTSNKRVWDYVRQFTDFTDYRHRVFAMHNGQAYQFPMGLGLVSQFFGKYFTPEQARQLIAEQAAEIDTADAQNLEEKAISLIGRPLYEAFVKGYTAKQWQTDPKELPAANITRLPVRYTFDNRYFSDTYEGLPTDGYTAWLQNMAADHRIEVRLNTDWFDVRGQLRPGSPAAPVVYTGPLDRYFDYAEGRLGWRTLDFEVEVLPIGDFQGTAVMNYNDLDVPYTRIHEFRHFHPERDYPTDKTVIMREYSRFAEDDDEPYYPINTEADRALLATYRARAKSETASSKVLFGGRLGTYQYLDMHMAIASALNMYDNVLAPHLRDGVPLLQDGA
BoNT F protease – BoNT/F light chain protease inhibitors, primary screen, biochemical, flow cytometry, MLPCN library; 360,000 tested, 0.22% active; Multiplex microsphere protease cleavage assay; Botulinum neurotoxin type F light chain protease (Clostridium botulinum); inhibition, % at 10 µM; AID 588497, 2011; in the data active = inhibition above about 35%, passing the limit was not always enough; inconclusive = no clear call, values can overlap the other calls; also: plate controls were buffer without enzyme for full effect and enzyme alone for no effect
FadD28 FP inh – inhibitors of FadD28 bisubstrate probe binding, primary screen, biochemical, fluorescence polarization, single point; Mycobacterium tuberculosis FadD28 fatty-acid-AMP ligase; inhibition, % at 12.5 µM; 360,000 tested, 0.22% active; in the data active = inhibition above about 8.5%, passing the limit was not always enough; inconclusive = no clear call, values can overlap the other calls
BioA inh – M. tuberculosis BioA enzyme inhibitors, primary screen, biochemical, plate reader, single point, HTS; AID 602481, 2012; 7,8-diaminopelargonic acid synthase BioA (Mycobacterium tuberculosis); purified M. tuberculosis BioA enzyme; 360,000 tested, 0.096% active; inhibition, % at 9.99 µM; in the data active = inhibition above about 40%; inconclusive = no clear call, values can overlap the other calls
Mtb FBA inh – Mtb FBA enzyme inhibitors, primary screen, biochemical, fluorescence, strain H37Rv; inhibition, % at 1 µM; purified M. tuberculosis FBA, fluorescence read-out; Fructose-bisphosphate aldolase (Mycobacterium tuberculosis (strain ATCC 25618 / H37Rv)), …; AID 588726, 2011; 360,000 tested, 2.3% active; in the data active = inhibition above about 27%;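 also: 0% = vehicle and 100% = reference inhibitor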
Target sequence (P9WQA3 whole entry, looked up): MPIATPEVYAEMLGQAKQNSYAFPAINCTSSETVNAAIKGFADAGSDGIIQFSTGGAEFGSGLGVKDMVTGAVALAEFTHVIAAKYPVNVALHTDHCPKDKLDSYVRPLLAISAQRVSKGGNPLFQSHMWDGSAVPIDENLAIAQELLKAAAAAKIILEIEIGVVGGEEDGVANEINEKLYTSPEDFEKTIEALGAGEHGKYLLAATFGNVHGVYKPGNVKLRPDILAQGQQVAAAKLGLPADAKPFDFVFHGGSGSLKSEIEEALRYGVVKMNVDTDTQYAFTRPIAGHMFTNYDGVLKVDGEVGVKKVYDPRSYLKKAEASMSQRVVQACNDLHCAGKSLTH
GDH-TPI counter – GDH-TPI coupling enzyme inhibitors, primary screen, artefact control for M. tuberculosis FBA inhibitor project, biochemical, absorbance, full deck | GDH-TPI coupled enzyme counterscreen, NADH absorbance | inhibition, % at 4.8 µM | 360,000 tested, 1.2% active;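 also: 0% = DMSO wells and 100% = wells lacking the enzyme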
The depositor's hits bear a star; ? = inconclusive; / = not tested or not shown; + = active, no number. Rule as the data show it, unless noted: active = inhibition above about 30%; inactive = the rest. Rows were taken by chance; any-hit rate near 4.8%.

| SMILES | BioA inh | FadD28 FP inh | BoNT-A LC inh2 | GDH-TPI counter | CCHFV vOTU inh | UGM FP inh | PrPC surface inh | Mtb FBA inh | BoNT F protease |
| --- | --- | --- | --- | --- | --- | --- | --- | --- | --- |
| Cc1nnc(SCC(=O)NCc2ccc3c(c2)OCO3)[nH]c1=O | / | 0.7 | -1.5 | 19.2 | -9.2 | 1.0 | -5.3 | 3.0 | -10.7 |
| Cc1ccc2c(c1)[C@H]1[C@H](CO2)[C@H](c2ccccc2)[C@]2(C)C(=O)Nc3ccc(Br)cc3C(=O)N12 | -1.2 | -2.8 | -0.6 | 9.2 | -1.0 | -2.2 | 19.5 | 2.9 | -2.1 |
| CC(=O)O[C@H]1[C@@H](O)[C@H](O)[C@H](Oc2c(O)c(C)c3c4c2[C@@H](C)CC[C@@H]4[C@@H](C)C[C@@H]3C=C(C)C)O[C@H]1C | -1.8 | -3.2 | -0.4 | -0.7 | 5.0 | / | -7.5 | -0.6 | 5.5 |
| COc1ccc(Cc2c(-c3ccccc3)nc3ccc(Br)cn23)c(C)c1 | -4.9 | -2.4 | 40.0* | / | 8.1 | / | -2.3 | 0.2 | -1.1 |
| O=S(=O)(Nc1ccc(-c2csc(-c3ccccc3)n2)cc1)c1ccccc1 | / | -7.8 | 0.1 | -5.7 | 25.3 | -0.2 | 1.6 | -0.2 | -4.1 |
| C/C(COc1ccccc1)=N\NC(=O)c1nnn(-c2nonc2N)c1CSc1ccccc1 | 0.5 | -5.1 | -2.2 | 3.4 | 7.9 | -0.8 | 4.8 | 1.2 | -3.9 |
| O=c1ccc(-c2ccc(S(=O)(=O)Nc3ccc(F)cc3)s2)n[nH]1 | -0.6 | -3.8 | 0.3 | 12.6 | -1.4 | 2.6 | -9.1 | 1.7 | 4.8 |
| CC(C)C(C)(C#N)NC(=O)CSc1nc2scc(-c3ccc(F)cc3)c2c(=O)n1Cc1ccccc1 (configuration not stated) | / | -4.4 | 0.1 | 7.2 | 13.0 | 0.7 | -4.6 | -0.8 | -3.4 |
| COc1ccc(CNC2CCCc3ccccc32)c(OC)c1 (configuration not stated) | 0.9 | -0.1 | ? | 11.2 | 11.0 | -0.3 | -7.6 | -0.8 | ? |
| O=C(Nc1c2c(nn1-c1ccc(F)cc1)CS(=O)(=O)C2)c1ccc(S(=O)(=O)N2CCOCC2)cc1 | / | -1.3 | -0.6 | 0.6 | -2.4 | 1.8 | 8.7 | 2.6 | -7.1 |
| CCC1(CC)NC(=O)N(CC(=O)OCC(=O)c2cc(C)c(C)cc2C)C1=O | -0.9 | -1.1 | 2.0 | 3.5 | 17.8 | / | -2.6 | -2.0 | 10.7 |
| CCOC1(OCC)N=C(N)C2(C#N)C(c3ccc(NC(C)=O)cc3)C12C#N (configuration not stated) | 1.1 | -1.2 | -0.2 | 2.2 | -2.7 | 2.2 | -3.5 | 7.0 | -1.0 |
| O=C(Nc1ccc(Cl)cc1Cl)c1ccc2ncsc2c1 | -0.4 | / | -3.4 | -2.1 | 11.8 | -2.2 | 14.1 | -1.3 | -26.4 |
| O=C(Nc1nc2ccccc2[nH]1)NC1CCCCC1 | -0.1 | -3.4 | 3.8 | -1.7 | 14.1 | 6.4 | -0.5 | -0.6 | 0.1 |
| CCOC(=O)c1c(-n2cnnn2)sc2c1CCCC2 | / | -2.6 | ? | -0.4 | -1.5 | 0.6 | 4.1 | 14.2 | / |
| CCCCNC(=O)C1(C)CCCCN1C(=O)c1sccc1C (configuration not stated) | 1.6 | 0.1 | 0.2 | 5.5 | -6.0 | / | 6.2 | -1.2 | 2.0 |
| CC(=O)c1cccc(NCC(=O)Nc2cc(S(=O)(=O)N3CCCCC3)ccc2C)c1 | -0.5 | -0.4 | -45.0 | 0.4 | 5.0 | -1.7 | 10.8 | 1.5 | -67.8 |
| Cc1ccc(/C=C2/NC(=O)N(c3ccccc3)C2=O)o1 | -4.2 | -0.3 | -1.9 | 5.9 | -3.3 | -0.7 | -4.0 | -1.4 | -13.4 |
| O=C(OCc1ccccc1)N1CCC2CC1c1ccc(-c3cccc(F)c3)cc12 (configuration not stated) | -2.8 | -0.3 | -0.3 | / | 20.2 | / | -5.3 | 0.1 | -0.5 |
| CC(C)N(C)S(=O)(=O)c1ccc(NC(=O)C2=COCCO2)cc1 | 4.2 | -1.8 | -1.1 | -0.5 | 4.1 | 1.9 | -4.9 | 3.2 | -17.9 |
| CCCC(CCC(=O)Nc1ccc(C(=O)OC)cc1)C(=O)O (configuration not stated) | -0.3 | -1.4 | -0.2 | 11.9 | 9.7 | -0.3 | 0.2 | 2.9 | -0.1 |
| O=C(CC1C(=O)NCCN1Cc1ccccc1C(F)(F)F)NC1CCCCCC1 (configuration not stated) | -1.6 | -0.5 | 0.3 | 2.7 | -2.6 | -2.3 | -0.3 | 5.2 | 2.2 |
| O=C(CSCc1ccco1)c1cccs1 | / | 0.7 | -0.3 | 1.4 | 2.0 | 0.8 | -3.6 | 0.5 | -5.8 |
| Cc1ccsc1-c1n[nH]c(=S)n1CC(C)C | -0.4 | 1.5 | -0.8 | 4.4 | -4.4 | -0.6 | 3.0 | 6.8 | -2.3 |
| O=c1[nH]c2ccc(S(=O)(=O)N3CCN(C4CCCCC4)CC3)cc2[nH]c1=O | -0.3 | -2.7 | -0.1 | 14.1 | -14.5 | 4.5 | 0.6 | 16.8 | 5.4 |
| CCCCn1nnnc1NCc1cc(Cl)c(OC)c(OC)c1 | / | -0.7 | -0.2 | 3.1 | -10.7 | 2.0 | 4.6 | 2.0 | -0.1 |
| CCCCc1ccc(NC(=S)N2CCN(C(=O)OCC)CC2)cc1 | -3.5 | -2.0 | 2.4 | 11.2 | -5.8 | 0.0 | -3.9 | 0.8 | ? |
| CC1CCCN(c2ccc(C(=O)NCCc3ccccc3)cn2)C1 (configuration not stated) | -0.1 | -1.8 | 0.0 | 15.9 | -7.4 | 1.2 | 2.6 | 2.3 | 0.1 |
| COc1cccc2[nH]c3c(N4CCCC(C)C4)ncnc3c12 (configuration not stated) | / | -1.4 | 0.2 | 7.8 | -2.0 | 0.4 | 6.1 | 16.7 | -20.1 |
| Cc1ccc(C(=O)NCC(=O)NCCSc2ccc(Br)cc2)cc1 | / | -1.2 | 1.4 | -1.1 | 16.5 | 1.5 | 4.4 | 4.2 | ? |
| Cc1ccc(C(C)(O)CS(=O)(=O)Cc2ccccc2)cc1 (configuration not stated) | 0.9 | 0.6 | -5.7 | 1.3 | -17.4 | 0.9 | -3.1 | -1.9 | 11.4 |
| Cc1cc(=O)oc2c3c(cc(OCC(=O)NCC(=O)O)c12)OC(C)(C)CC3 | 1.8 | 1.6 | 1.4 | 9.9 | -221.5 | 2.3 | 4.8 | + | -4.1 |
| CN(Cc1ccccc1Cl)C(=O)C1CC(=O)N(c2ccc3c(c2)OCCO3)C1 (configuration not stated) | 7.2 | -1.9 | 8.2 | 9.1 | -17.8 | / | 0.6 | 8.4 | -10.0 |
| CN(CCC#N)c1ccc(C=C(C#N)c2cccc(C(F)(F)F)c2)cc1 | / | -0.4 | -0.2 | / | / | / | / | -3.6 | -1.5 |
| C[C@@H](NC(=O)[C@@H]1Cc2ccccc2CN1)C(=O)NC1CCCCC1 | 0.6 | -0.6 | -3.0 | 9.6 | 14.2 | 0.6 | -1.9 | 0.6 | -7.0 |
| O=C(CCc1ccc(S(=O)(=O)N2CCOCC2)cc1)N/N=C/c1ccc(O)c(O)c1O | 0.7 | -2.5 | -0.8 | 18.0 | 4.7 | 0.6 | -12.0 | -5.6 | -6.6 |
| CCOC(=O)C(Cc1c[nH]c2cc([N+](=O)[O-])ccc12)(NC(C)=O)C(=O)OCC | -3.1 | -0.1 | 1.2 | 22.9 | -4.9 | / | -18.6 | -1.9 | -0.6 |
| CCCNc1nc(N2CCOCC2)nc(N2CCOCC2)n1 | -0.2 | -3.6 | -0.1 | 7.1 | -7.9 | 1.5 | -3.8 | -0.7 | 4.9 |
| Cc1c(C(=O)N2CCCCC2)c(S(=O)(=O)N2CCN(c3ccc(Cl)cc3)CC2)c(C)n1C | 2.4 | -1.4 | 4.0 | 0.0 | 3.6 | -2.7 | -2.8 | 1.9 | 5.9 |
| CCOCCCNC(=O)CSc1nnc(-c2ccc(S(=O)(=O)N3CCCC3)cc2)n1C | 0.7 | 1.1 | -0.1 | 0.0 | 16.2 | -1.7 | -2.4 | 6.0 | 7.6 |
| CCc1ccccc1NC(=O)C(C#N)Cc1cccnc1 (configuration not stated) | -1.1 | -1.2 | -1.2 | 5.3 | -5.2 | -0.1 | 5.1 | 0.4 | -1.4 |
| COc1ccc(N2CC(C(=O)N[C@@H](C)C(=O)NC3CCCCC3)CC2=O)cc1 (some centres not stated) | -3.7 | -0.6 | 0.3 | 1.7 | 3.1 | 1.4 | -9.3 | 5.8 | 3.6 |
| CC(C)(C)CN1C(N)=NC[C@@H]1Cc1ccccc1 | -3.3 | -3.2 | -0.1 | 8.3 | 11.0 | 3.5 | -5.8 | 0.9 | -2.4 |
| CCOC(=O)c1cnc2nc[nH]n2c1=O | -0.5 | -3.0 | 0.0 | 12.2 | 0.3 | 1.1 | -1.6 | 1.9 | -3.0 |
| O=C(CSc1nnnn1-c1ccccc1)NCc1cccs1 | -3.0 | -0.8 | -0.5 | 4.4 | -0.9 | -2.4 | 1.7 | -1.6 | -1.7 |
| Cn1nnnc1Sc1ncnc2scc(-c3cccc4ccccc34)c12 | -0.3 | -1.6 | -0.7 | 2.6 | 6.7 | 3.2 | -0.6 | -1.7 | -8.7 |
| CCOc1ccc(N(C(=O)c2cnsn2)C(C(=O)NC2CCCCC2)c2ccncc2)cc1 (configuration not stated) | / | 1.0 | -0.4 | 5.2 | -5.1 | 1.0 | 4.6 | -1.4 | -4.1 |
| Cc1nn(-c2nc(-c3ccco3)cc(C(F)(F)F)n2)c(C)c1Cl | 0.1 | -0.2 | -0.3 | 3.6 | -8.0 | -0.9 | 9.7 | 12.4 | 5.9 |
| O=C(O)c1ccc(Cl)c(S(=O)(=O)NC(Cc2c[nH]c3ccccc23)C(=O)O)c1 (configuration not stated) | -0.4 | -0.4 | -3.6 | 0.7 | -4.8 | -0.1 | -3.1 | -1.5 | -10.7 |
| C=CCN(c1ccc(C(=O)Nc2cccc([N+](=O)[O-])c2)cc1)S(C)(=O)=O | / | -4.8 | -1.1 | -2.5 | -15.1 | -0.6 | -13.9 | -0.8 | -2.4 |
| CC(=O)c1cccc(N2C(=O)C3C(C(=O)Nc4cc(C)on4)C4(C)C=CC3(O4)C2C(=O)NC(C)(C)C)c1 (configuration not stated) | 1.7 | 1.8 | -0.5 | -5.0 | -9.9 | 1.1 | 5.5 | 3.3 | -2.4 |
| Cc1ccc2[nH]c(=O)c(CN(CCCO)S(=O)(=O)c3cccc4nsnc34)cc2c1 | 0.4 | -3.1 | 0.2 | 5.0 | -4.6 | 1.0 | -26.7 | 0.6 | 6.1 |
| Cc1ccc(NC(=O)CSc2nc(=O)cc(N)n2CCc2ccccc2)cc1 | 3.6 | -3.4 | 0.8 | -0.9 | 1.2 | -2.8 | -6.2 | 3.0 | 2.3 |
| CCOC(=O)CC(=O)CSc1[nH]c(=O)cc(C)c1C#N | -0.6 | -3.5 | 0.3 | 7.5 | 9.9 | -0.5 | 3.7 | 0.3 | -17.6 |
| COc1ccc(S(=O)(=O)N2CCN(C(=O)c3ccc4ccccc4n3)CC2)cc1 | -1.0 | -3.5 | -0.9 | -4.4 | -0.8 | 0.5 | -2.8 | -1.8 | -7.3 |

Screening results: PubChem BioAssay, several laboratories
